# hIAP act = human IAP activation | P09923 | hit rate 0.16% among 330,000 | AID 2524 | activation factor at 10 µM | purified human IAP, CDP-Star luminescence, 30 min; hits give high values; 1 = vehicle-only enzyme, 0 = enzyme-free background;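 active means activation factor of the enzyme at least 2-fold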; further: the source names both 10 and 20 µM as test concentration; values of inactives mirror those of a sister screen read the other way
# Target sequence (P09923 whole entry, looked up): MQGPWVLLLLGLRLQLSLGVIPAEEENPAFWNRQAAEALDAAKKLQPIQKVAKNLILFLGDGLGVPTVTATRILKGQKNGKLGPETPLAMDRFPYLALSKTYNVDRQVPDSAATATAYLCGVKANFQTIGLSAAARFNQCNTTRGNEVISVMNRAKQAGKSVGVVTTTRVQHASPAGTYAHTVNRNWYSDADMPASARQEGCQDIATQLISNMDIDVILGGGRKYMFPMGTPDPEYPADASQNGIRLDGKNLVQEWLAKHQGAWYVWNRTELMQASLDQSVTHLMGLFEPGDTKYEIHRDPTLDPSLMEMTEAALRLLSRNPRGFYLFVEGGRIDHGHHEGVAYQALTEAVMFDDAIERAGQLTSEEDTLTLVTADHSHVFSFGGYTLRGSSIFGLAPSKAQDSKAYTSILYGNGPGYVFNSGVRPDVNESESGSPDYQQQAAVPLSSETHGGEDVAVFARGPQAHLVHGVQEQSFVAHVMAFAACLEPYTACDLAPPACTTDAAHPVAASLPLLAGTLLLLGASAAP
# mIAP activ = mouse IAP activation; activation factor at 10 µM; hit rate 0.24% among 330,000; muIAP, CDP-Star luminescence, 30 min; hits give high values; 1 = vehicle-only enzyme signal, 0 = enzyme-free wells;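 active means activation factor of at least 2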; further: the source names both 10 and 20 µM as test concentration; values of inactives mirror those of a sister screen read the other way
#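 System: Mouse IAP enzyme | Also added: CDP-Star substrate | Dosing: Compounds dispensed in DMSO | Schedule: 30 min enzyme-substrate-compound incubation at room temperature | Technique: Chemiluminescence readout | Control set: DMSO-only wells and no-enzyme negative control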
# APOBEC3G inh = APOBEC3G (human) deaminase inhibition. Q9HC16. recombinant A3G, ssDNA deamination FAM/TAMRA fluorescence. inhibition, % at 20 µM. hit rate 0.28% among 330,000;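 active means inhibition of at least 40% at 20 µM, with no more than 30% in the related APOBEC3A deaminase screen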;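 further: plate controls were DMSO wells with A3G for no effect and wells lacking A3G enzyme for full effect; some compounds called inactive have numbers as strong as hits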
# Target sequence (Q9HC16 whole entry, looked up): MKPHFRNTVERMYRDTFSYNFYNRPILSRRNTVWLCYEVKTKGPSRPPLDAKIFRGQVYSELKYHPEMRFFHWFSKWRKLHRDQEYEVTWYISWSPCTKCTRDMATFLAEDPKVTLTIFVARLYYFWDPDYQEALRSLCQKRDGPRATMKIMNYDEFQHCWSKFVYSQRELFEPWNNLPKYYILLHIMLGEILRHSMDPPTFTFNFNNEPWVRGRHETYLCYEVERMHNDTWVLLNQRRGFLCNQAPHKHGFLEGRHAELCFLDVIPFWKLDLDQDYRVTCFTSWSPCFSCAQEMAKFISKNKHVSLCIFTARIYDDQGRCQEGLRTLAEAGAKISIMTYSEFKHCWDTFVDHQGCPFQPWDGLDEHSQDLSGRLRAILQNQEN
# NR3A LBD binder = NR3A (human) ligand-binding domain modulation; NR3A LBD differential scanning fluorimetry, Tm shift; 0% = protein alone, 100% = glycine-bound protein; Tm shift relative to glycine control, % at 25 µM; hit rate 2.5% among 340,000;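 active means melting temperature shift of at least 10% of the positive control shift, at one fixed dose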
# MIN6 prolif = induces beta-cell replication in MIN6 cells; MIN6 cells proliferation, ATPlite luminescence, 48 h; cells starved in 0.2% serum; 100% = growth in 10% serum; proliferation, % at 10 µM; hit rate 0.29% among 330,000; AID 2380;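 active means compounds whose signal lies at least 3.5 SD above the mean of all wells on their plate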;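 further: 0% = DMSO-treated cells in low-serum medium and 100% = 10% serum control; some compounds called inactive have numbers as strong as hits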
# MPTP inh = permeability transition pore inhibition; AID 602449; isolated mouse mitochondria, Ca2+ swelling absorbance, 30 min; hit rate 1.4% among 360,000; inhibition, % at 10 µM;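 active means inhibition of 50% or more, scaled per plate between neutral and stimulator controls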;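 further: 0% = DMSO wells given calcium and 100% = 1 mM EGTA wells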
# APOBEC3A inh = human APOBEC3A DNA deaminase inhibition. P31941. recombinant A3A, FAM/TAMRA ssDNA deamination fluorescence. inhibition, % at 20 µM. hit rate 0.41% among 330,000;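 active means at least 40% inhibition at 20 µM here, with at most 30% in a related deaminase screen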;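 further: plate controls were A3A with DMSO for no effect and wells lacking A3A enzyme for full effect; some results filed as inactive read as strong as hits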
# hIAP block = human IAP inhibition. purified IAP, CDP-Star luminescence, 30 min. inhibition, % at 10 µM. hit rate 0.12% among 330,000;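 active means inhibition reaching a set limit with compound at 10 µM in the primary screen, cut at about 35% in these data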;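 further: plate controls were DMSO wells with enzyme for no effect and no-enzyme buffer wells for full effect; values of inactives mirror those of a sister screen read the other way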
# mIAP block = mouse IAP inhibition; inhibition, % at 10 µM; AID 2806; purified mouse IAP, CDP-Star luminescence, 30 min; hit rate 0.2% among 330,000;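 active means inhibition of at least 40% at 10 µM in the primary screen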;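 further: plate controls were DMSO with enzyme for no effect and no enzyme wells for full effect; values of inactives mirror those of a sister screen read the other way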
# The depositor's hits bear a star; / = no result given; & = joins results of further samples.
SMILES,hIAP act,mIAP activ,APOBEC3G inh,NR3A LBD binder,MIN6 prolif,MPTP inh,APOBEC3A inh,hIAP block,mIAP block
c1cnc(N2CCN(c3ccc4ccccc4n3)CC2)nc1,1.1,0.98,-3,-2,-1,-0.4,1,-13,2
Cc1ccc(NC(=O)Cc2ccc(Cl)cc2)nc1,1.2,1.1,0,1,-2,0.1,-3,-22,-5
Cc1cc(C)c2c(CN3CCN(C/C=C/c4ccccc4)CC3)cc(=O)oc2c1,0.85,0.97,-2,0,-6,2.6,-1,15,2
CCN(CCCNC(=O)Cn1ncc2c([nH]c3ccc(C)cc32)c1=O)c1cccc(C)c1,0.92,1.1,-7,-10,-3,-0.3,-7,8,-6
CC(=O)Nc1ccc(S(=O)(=O)N2CCC(C(=O)NCCC(=O)Nc3nccs3)CC2)cc1,0.94,0.95,-8,-2,1,0.2,-7,6,5
COC(=O)c1nc(N)sc1-c1ccccc1,1.1,1,-9,-1,-1,0.0,-4,-10,-4
Cc1ncoc1C(=O)N1CCCC(C(=O)c2cccc(C(F)(F)F)c2)C1 (stereo not given),1.1,0.99,1,0,-2,0.7,1,-8,1
Cc1cc(NCCOCCO)n2ncc(-c3ccc(Cl)cc3)c2n1,0.97,0.99,0,-3,-4,1.9,2,3,1
O=C(CN1CCCCC1)Nc1ccccc1NC(=O)CN1CCCCC1,1.3,1,-5,-1,0,-0.6,-5,-30,-4
CCOc1cc(CO)cc(Br)c1OCC(N)=O,1.1,0.95,-3,0,-2,-1.9,-1,-6,5
Cc1ccc(NS(=O)(=O)c2ccc(-c3ccc(=O)[nH]n3)o2)c(C)c1,0.98,0.95,3,-4,-1,-0.1,-1,2,5
COc1ccc(CSc2ccc(S(=O)(=O)N3CCCCC3)cn2)cc1F,0.95,1,-5,2,0,-0.5,-1,5,-1
C=C1c2ccccc2O[C@H](C(=O)OCC)[C@@H]1C1CCCCC1,/,0.96,1,2,/,-2.9,-2,/,4
CCOC(=O)N1CCC(N2CCCC(CO)(Cc3ccccc3C)C2)CC1 (stereo not given),0.9,0.88,-9,0,1,1.2,-1,10,12
Cc1ccc(-c2cn(-c3ccccc3)c(SCC(N)=O)n2)cc1C,1.1,0.93,-9,-2,7.6*,2.1,-4,-12,8

# Brought forward from above: 6 entries, followed by the next part.
SMILES,hIAP act,mIAP activ,APOBEC3G inh,NR3A LBD binder,MIN6 prolif,MPTP inh,APOBEC3A inh,hIAP block,mIAP block
CCOc1cc(CO)cc(Br)c1OCC(N)=O,1.1,0.95,-3,0,-2,-1.9,-1,-6,5
Cc1ccc(NS(=O)(=O)c2ccc(-c3ccc(=O)[nH]n3)o2)c(C)c1,0.98,0.95,3,-4,-1,-0.1,-1,2,5
COc1ccc(CSc2ccc(S(=O)(=O)N3CCCCC3)cn2)cc1F,0.95,1,-5,2,0,-0.5,-1,5,-1
C=C1c2ccccc2O[C@H](C(=O)OCC)[C@@H]1C1CCCCC1,/,0.96,1,2,/,-2.9,-2,/,4
CCOC(=O)N1CCC(N2CCCC(CO)(Cc3ccccc3C)C2)CC1 (stereo not given),0.9,0.88,-9,0,1,1.2,-1,10,12
Cc1ccc(-c2cn(-c3ccccc3)c(SCC(N)=O)n2)cc1C,1.1,0.93,-9,-2,7.6*,2.1,-4,-12,8
O=C(O)C1CSC(c2ccc3c(c2)OCO3)N1 (stereo not given),1.1,1.1,0,0,-4,1.4,3,-12,-6
CC(Oc1cc2oc(=O)c3c(c2cc1Cl)CCC3)C(=O)NCc1ccccn1 (stereo not given),0.97,0.91,-6,-2,5,-2.0,-3,3,9
S=c1[nH]nc(-c2ccc(Cl)cc2)n1Cc1ccccc1,0.92,0.95,30,2,0,-0.2,1,8,5
Cn1c(SCC(=O)Nc2cc(C(C)(C)C)nn2-c2ccccc2)nc2ccccc21,0.9,0.97,-5,-6,0,4.0,0,10,3
O=C(Nc1cc(Cl)ccc1N1CCOCC1)c1cnccn1,0.97,0.98,0,-2,3,-0.5,-1,3,2
CCN(CC)CCSc1nc2ccccc2n1Cc1ccccc1,1,1.1,16,0,-3,1.9,1,-4,-10
CC(C)(C)NC(=O)CN(C(=O)C1CSC(=O)C1)c1ccc2c(c1)OCCO2 (stereo not given),0.93,1,-9,-1,-3,-0.8,4,7,-1
CC(=O)Nc1ccc(S(=O)(=O)Oc2ccc(/C=N/NC(=O)c3ccc(Cl)cc3)cc2)cc1,0.88,0.92,0,4,-2,5.6,4,12,8
CC(CC(=O)N(CCC1=CCCCC1)c1c(N)n(Cc2ccccc2)c(=O)[nH]c1=O)c1ccccc1 (stereo not given),1.2,1.1,-13,1,-7,0.5,5,-17,-8
Cc1ccc(/C=N/NC(=O)c2ccccn2)s1,1.2,0.94,5,-18,-2,0.1,-5,-15,6
CC(C)NC(=O)c1ccc(N(Cc2ccc(Cl)cc2)S(C)(=O)=O)cc1,0.93,1,-2,-1,-3,1.3,-5,7,-5
CSC1=NCCN1S(=O)(=O)c1ccccc1,1.2,1,-6,1,-3,-0.2,-1,-22,-3
CC(=O)N(Cc1ccccc1)c1ncc2c(n1)c(=O)c(C#N)c1ccccn12,0.95,0.91,6,-3,-2,-0.1,-1,5,10
CC(CSc1nnnn1-c1ccccc1)Cn1c(N2CCCC2)nc2c1c(=O)[nH]c(=O)n2C (stereo not given),1.1,1,-3,-5,1,3.8,-1,-14,-2
Nc1c(C(=O)OCC2CCCO2)c2nc3ccccc3nc2n1C1CCCCC1 (stereo not given),0.84,1,-7,-4,-3,5.0,-2,16,-2
CN(C)S(=O)(=O)N1CCC(CO)(CCc2ccccc2)CC1,1.1,1,-2,-2,-2,0.1,1,-8,-5
CN(C)c1ccc2nc3c(=O)[nH]c(=O)nc-3n(CC(O)C(O)C(O)CO)c2c1 (stereo not given),0.48,0.59,4,-411,-4,22,14,52*,41*
O=C(NC1CCCC1)C1CCCN1S(=O)(=O)c1cccc2cccnc12 (stereo not given),1,0.98,-1,1,-3,-2.8,4,-1,2
COc1ccc(C(=O)COC(=O)C2COc3ccccc3O2)cc1F (stereo not given),1.2,0.95,1,0,-4,0.4,-1,-22,5
CN(C)c1cccc(C(=O)N/N=C/c2ccsc2)c1,1,1,-1,1,-1,3.7,-2,0,0
Cc1ccc2nc(N3CCN(C(=O)CCCC(=O)O)CC3)nc(-c3ccccc3)c2c1,1.2,0.95,-8,-4,-3,-0.8,-4,-25,5
Nn1c(SCC(=O)Nc2ccc(F)cc2F)nnc1-c1cccnc1,0.75,0.9,-4,0,-3,-0.8,-1,25,10
CCCCCn1c(CN2CC(C)OC(C)C2)nc2c1c(=O)n(C)c(=O)n2C (stereo not given),1,1,2,-1,2,-0.9,2,-2,0
O=S1(=O)CCN2C=C(Cl)C=C(Cl)C2=N1,0.97,0.97,-12,-1,-3,-1.3,0,3,3
Cc1c(C(=O)OCC2CCCO2)[nH]c2c1C(=O)CC(c1ccc(N(C)C)cc1)C2 (stereo not given),1.2,1,-11,-4,-3,-1.1,-2,-22,-2
Cn1c(=O)c(=O)n(C)c2cc(S(=O)(=O)NCCOc3ccccc3Cl)ccc21,0.9,1,-4,0,-1,-0.5,1,10,-4
CCn1cc(CNC(=O)c2c(-c3c(Cl)cccc3Cl)noc2C)c(C)n1,1,0.99,-2,-7,0,-5.3,-2,-3,0
COc1ccc(C(=O)CN2C(=O)NC(C)(c3ccccc3)C2=O)cc1OC (stereo not given),0.86,1,-2,0,-2,-2.3,-1,14,-3
CCOc1ccc(N(CC(=O)NCc2cccnc2)S(=O)(=O)c2ccc(F)cc2)cc1,1,0.93,-10,0,-3,-0.8,-2,-4,7
CCOc1ccc(C(=O)NCC(c2cccs2)N2CCOCC2)cc1 (stereo not given),0.95,1,1,2,-1,-0.2,2,5,-3
O=C1CC(c2ccccc2)N1c1ccccc1 (stereo not given),1.3,1,-6,-2,-2,0.2,-11,-27,-2
C[C@H](C(=O)NCc1ccccc1)C(=O)c1ccccc1,1.1,1.1,-3,5,0,-2.0,0,-13,-10
CCCCNc1c(-c2ccc(SC3CCCCC3)cc2)nc2cnccn12,1.1,1,-2,-10,-6,-0.3&2.9,-1,-10,-1
CC(=O)N1CCN(S(=O)(=O)c2ccc3c(c2)OCCO3)CC1,0.79,1.1,-5,-1,3,0.4,-2,22,-8
CC1CCCN(C(=O)c2ccc(NC(=O)CC3SC(N4CCCC4)=NC3=O)cc2)C1 (stereo not given),0.97,1.1,-1,0,2,-0.6,1,2,-5
C=CCOC(=O)Nc1snnc1C,1,0.99,-9,-4,0,-2.0,-5,-1,1
COc1ccc(OCC(=O)Nc2ccccc2C(=O)N2CCCC2)cc1,1.2,1,-7,-22,1,-0.2,-4,-21,-2
C=CC[C@H]1Cc2c(cccc2[N+](=O)[O-])[C@H](CC=C)N1,0.96,0.94,-5,1,0,1.4,-4,4,6
O=C(NCC1(c2ccccc2)CCCC1)C1(c2ccccc2)CCCC1,1,1,3,2,-6,1.6,3,-2,-3
O=C(Cc1cccs1)N/N=C\c1ccc([N+](=O)[O-])s1,0.81,0.69,-13,0,-6,-0.5,-1,19,31
CCC(C)Cn1c(O)cc2nn(-c3nc4ccccc4s3)c(=O)c-2c1C (stereo not given),1.1,0.87,24,-7,-6,3.7,26,-8,13
Cn1[nH]c(=O)c2ccccc2c1=O,0.8,0.95,-6,1,-3,0.5,-5,20,5
CCN(CC)c1ccc(NC(=O)c2ccc(S(=O)(=O)N3CCOCC3)cc2)cc1,1.1,0.9,-8,-2,-3,-1.3,-5,-6,10

# Quoted at random: 4 compounds from above.
SMILES,hIAP act,mIAP activ,APOBEC3G inh,NR3A LBD binder,MIN6 prolif,MPTP inh,APOBEC3A inh,hIAP block,mIAP block
CCN(CC)c1ccc(NC(=O)c2ccc(S(=O)(=O)N3CCOCC3)cc2)cc1,1.1,0.9,-8,-2,-3,-1.3,-5,-6,10
CCCCNc1c(-c2ccc(SC3CCCCC3)cc2)nc2cnccn12,1.1,1,-2,-10,-6,-0.3&2.9,-1,-10,-1
O=C1CC(c2ccccc2)N1c1ccccc1 (stereo not given),1.3,1,-6,-2,-2,0.2,-11,-27,-2
C[C@H](C(=O)NCc1ccccc1)C(=O)c1ccccc1,1.1,1.1,-3,5,0,-2.0,0,-13,-10
